Screens as filed in PubChem BioAssay.
TGFb inhibitor: TGF-b pathway inhibition | HepG2 CAGA-GFP TGF-b/SMAD3 reporter, GFP fluorescence, 18 h; TGF-beta stimulated, 500 pg/mL final | Potency, µM (titrated, usually from 46.1 µM), without a hit: at the top dose activity, negative = inhibition, actives largely listed as inhibitors | 410,000 tested, 1.2% active; also: potency is read from the fitted curve at half-maximal effect; % is scaled to controls: 0 for no effect and ±100 for the full control effect; nearly all actives have a fitted effect of over 65% in size
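Per well, imaged GFP fluorescence of HEPG2 CAGA-GFP cells gives the signal; cells get compound, then TGF-beta (500 pg/mL final), 18 h at 37 degrees C; %Activity versus -TGF-beta and +DMSO controls.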
ATXN viability: reduces viability in counter-screen for ATXN expression inhibitors | S2 cells (HEK-293 line with an ATXN2-luciferase reporter) viability, CellTiter-Fluor protease fluorescence, 24 h | AID 651635 | 400,000 tested, 0.49% active | Potency, µM (highest dose often 56.7 µM), actives largely listed as cytotoxic; also: potency is read from the fitted curve at half-maximal effect; nearly all actives have a fitted effect of over 40% in size
Nrf2 inh: inhibitors of Nrf2 signaling; AID 504444; Potency, µM (titrated, usually from 46 µM), inactives show at the top dose activity change, negative = inhibition, most hits filed as inhibitors; A549 ARE-Fluc reporter, luciferase luminescence, 18-24 h; 360,000 tested, 2.1% active; also: potency is read from the fitted curve at half-maximal effect; % is scaled to controls: 0 for no effect and ±100 for the full control effect; nearly all actives have a fitted effect of over 60% in size
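Nrf2 activity is the BugLite luminescence, read 15 min after reagent at room temperature, following CellTiter-Fluor cytotoxicity readout (30 min, 37C). Compound titrations were applied for 18-24 h to 5000 A549 ARE_Fluc cells/well in 5% FBS OPTI-MEM.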
IL2 activator: activators of IL-2; IL-2 activation reporter assay, cell-based qHTS; stimulated with anti-CD3/CD4/CD28 beads; in transgenic mouse T cells; activation, % (series mostly up to about 46 µM); 360,000 tested, 0.065% active; AID 652025; in the data active = activation above about 50%; inconclusive = mostly about 30% to 49%; also: 0% is about no effect
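Unstimulated transgenic mouse T cells, 750 per well, received compound and, after 60 minutes, anti-CD3/anti-CD4 bead plus anti-CD28 stimulation. EGFP and DsRed were quantified after 18 hours.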
Nrf2 activator: Nrf2 pathway activation | AREc32 ARE-luciferase reporter (MCF7-derived line), luminescence, 24 h | Potency, µM (top dose mostly 46.1 µM), for inactives: at the highest dose activation, hits mostly activators | 410,000 tested, 0.31% active; also: potency is read from the fitted curve at half-maximal effect; % of control where 0% means no effect; nearly all actives have a fitted effect of over 65% in size
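Steps: seed AREc32_Fluc cells (1000/well, 5% FBS OPTI-MEM); incubate overnight at 37 deg C; add 23 nL compound; incubate 24 hr; add Steady-Glo; hold 30 min RT; read luminescence.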
HepG2 viability: HepG2 cytotoxicity, counter-screen for TGF-b inhibitors; HepG2 CAGA-GFP viability, ATP luminescence, 18 h; Potency, µM (series often up to 46.1 µM), without a hit: at the top dose activity change, negative = cytotoxicity, hits mostly cytotoxic; 410,000 tested, 0.76% active; also: potency is read from the fitted curve at half-maximal effect; some results filed as inactive show a strong effect at the top dose
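HepG2 CAGA-GFP cells (1000/well, DMEM with 1% FBS) received compound, then TGF-beta at 500 pg/mL final, and were incubated 18 hours at 37 degrees C. Viability was read by CellTiter-Glo luminescence. Media-only wells were set as complete cell-killing and DMSO as no toxicity.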
A549 tox: A549 cytotoxicity, counter-screen for Nrf2 inhibitors | A549 ARE-Fluc cells, CellTiter-Fluor viability, 18-24 h | Potency, µM (highest dose often 46 µM), for inactives: at the top dose activity change, negative = cytotoxicity, most hits filed as inhibitors | 390,000 tested, 0.16% active | AID 504648; also: potency is read from the fitted curve at half-maximal effect; % is scaled to controls: 0 for no effect and ±100 for the full control effect
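Cytotoxicity counterscreen: CellTiter-Fluor fluorescence was measured in A549 ARE_Fluc cells after 18-24 h of compound exposure in a concentration series. The subsequent BugLite luminescent read reports ARE-luciferase activity.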
ATXN2 expr inh: ATXN2 expression inhibition; 360,000 tested, 0.72% active; Potency, µM (top dose mostly 57 µM), without a hit: top-dose activity change, negative = inhibition, most hits filed as inhibitors; HEK-293 ATXN2-luciferase reporter, luminescence, 24 h; also: potency is read from the fitted curve at half-maximal effect; % is scaled to controls: 0 for no effect and ±100 for the full control effect; nearly all actives have a fitted effect of over 55% in size
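ATXN2-luciferase reporter cells (luciferase flanked by upstream and downstream ATXN2 gene portions) were treated 24 h at 37 °C with compounds at up to 57 uM. SteadyGlo luminescence gave expression; GF-AFC fluorescence gave viability.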
EPAC2 agonist: agonists of human EPAC2 (RAPGEF4); Q8WZA2; Potency, µM (doses to about 154 µM), without a hit: top-dose activation, hits mostly activators; AID 720711; 360,000 tested, 0.079% active; EPAC2 activation, biochemical qHTS; response scale: 100% = 6.5 mM cAMP response; also: potency is read from the fitted curve at half-maximal effect; nearly all actives have a fitted effect of over 50% in size
Target sequence (Q8WZA2 whole entry, looked up): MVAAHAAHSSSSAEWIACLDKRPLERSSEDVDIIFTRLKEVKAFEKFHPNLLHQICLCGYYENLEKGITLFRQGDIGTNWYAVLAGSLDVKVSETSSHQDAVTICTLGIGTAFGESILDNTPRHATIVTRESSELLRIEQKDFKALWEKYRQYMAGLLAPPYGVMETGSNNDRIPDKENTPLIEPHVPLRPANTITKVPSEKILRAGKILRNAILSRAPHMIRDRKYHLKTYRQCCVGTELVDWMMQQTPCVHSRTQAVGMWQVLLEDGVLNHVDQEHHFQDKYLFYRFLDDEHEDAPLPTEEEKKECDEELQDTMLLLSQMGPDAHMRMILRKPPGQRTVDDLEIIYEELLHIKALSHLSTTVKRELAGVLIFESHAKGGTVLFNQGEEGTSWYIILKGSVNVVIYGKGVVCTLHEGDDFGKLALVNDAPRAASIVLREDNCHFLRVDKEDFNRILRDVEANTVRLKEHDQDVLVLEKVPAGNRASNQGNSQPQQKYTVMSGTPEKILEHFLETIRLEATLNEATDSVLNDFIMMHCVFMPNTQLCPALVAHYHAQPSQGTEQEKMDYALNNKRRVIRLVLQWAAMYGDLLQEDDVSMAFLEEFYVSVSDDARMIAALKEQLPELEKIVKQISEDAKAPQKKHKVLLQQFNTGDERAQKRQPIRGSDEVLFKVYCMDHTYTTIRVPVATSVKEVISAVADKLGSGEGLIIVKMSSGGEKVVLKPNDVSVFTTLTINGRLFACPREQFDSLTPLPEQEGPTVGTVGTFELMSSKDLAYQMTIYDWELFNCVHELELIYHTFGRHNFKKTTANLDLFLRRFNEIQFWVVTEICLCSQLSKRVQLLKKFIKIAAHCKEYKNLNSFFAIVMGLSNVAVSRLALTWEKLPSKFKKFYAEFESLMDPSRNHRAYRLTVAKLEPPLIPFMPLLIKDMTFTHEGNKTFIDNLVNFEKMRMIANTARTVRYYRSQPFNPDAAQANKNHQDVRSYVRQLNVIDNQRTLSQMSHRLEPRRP
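In this primary screen, activation is scored as increased exchange of BODIPY-GDP from Rap1B by 100 nM EPAC2, with 50 uM GDP as competitor. Signal is normalized to the 6.5 mM cAMP agonist control.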
Active calls of the source: *; i = inactive; ? = inconclusive; . = not tested or not shown; & = joins results of further samples; [ ] = dose if it differs, or a comment. Unless noted, calls follow the shape of the dose curve; as a rule, active = well fitted curve in the direction sought with a large enough effect; inconclusive = small, poorly fitted or top-dose-only effect, or another doubt; inactive = no such curve, though single readings can be large; an effect the other way counts as inactive or inconclusive.

SMILES	TGFb inhibitor	ATXN viability	Nrf2 inh	IL2 activator	Nrf2 activator	HepG2 viability	A549 tox	ATXN2 expr inh	EPAC2 agonist
Cc1cccc(CN2CCN([C@H]3CS(=O)(=O)N[C@@H]3COCc3ccccc3)CC2)c1	-18.0%	?	.	-0.7	0.5%	-3.1%	.	?	1.0%
CCOc1ccc(CCNC(=O)CS(=O)Cc2nc(-c3ccc(OC)cc3)oc2C)cc1OCC (stereo not drawn)	?	i	-9.9%	0.0	5.7%	-24.4%	0.0%	.	3.2%
Cc1ccc(O)c(N=Cc2cccs2)c1	1.5%	i	2.4%	-4.3	4.2%	7.8%	-2.9%	13.7%	-2.9%
COc1ccc(CNCc2cccc3ccccc23)cc1	-7.7%	i	-14.5%	0.3	8.1%	-56.6%	0.6%	.	-0.5%
CN(C)C(=O)CSc1ccc(S(=O)(=O)N2CCOCC2)cn1	2.0%	i	3.2%	0.1	-0.9%	6.4%	6.2%	2.3%	6.1%
Cc1cn(CC2COC(C)(C)O2)c(=O)[nH]c1=O (stereo not drawn)	-2.4%	i	2.1%	-0.5	-0.1%	-42.7%	-9.6%	0.5%	3.9%
N#CCCN(CCC#N)C(=O)c1ccc(Cl)cc1	-0.6%	i	6.7%	-1.9	-0.9%	-10.2%	-3.3%[1.84 µM]	-5.0%	9.2%
CCOC(=O)[C@H]1[C@H]2COc3ccc(Br)cc3[C@@H]2N2C(=O)c3ccc(F)cc3NC(=O)[C@@]12C	-24.0%	i	0.4%	1.1	-1.7%	6.8%	-5.1%	-14.5%	4.7%
Cc1ccc(N2CC(C(=O)NCCC3=CCCCC3)CC2=O)cc1 (stereo not drawn)	-20.2%	i	-16.6%	-1.0	0.0%	-19.5%	0.0%	-1.4%	-1.4%
O=C1c2ccccc2C(=O)C1C(=O)C1CC1	0.0%	i	?	0.1	1.9%	-16.4%	?	11.3%	1.7%

2 entries picked at random from the list so far:
SMILES	TGFb inhibitor	ATXN viability	Nrf2 inh	IL2 activator	Nrf2 activator	HepG2 viability	A549 tox	ATXN2 expr inh	EPAC2 agonist
COc1ccc(CNCc2cccc3ccccc23)cc1	-7.7%	i	-14.5%	0.3	8.1%	-56.6%	0.6%	.	-0.5%
CCOC(=O)[C@H]1[C@H]2COc3ccc(Br)cc3[C@@H]2N2C(=O)c3ccc(F)cc3NC(=O)[C@@]12C	-24.0%	i	0.4%	1.1	-1.7%	6.8%	-5.1%	-14.5%	4.7%

(more compounds)
SMILES	TGFb inhibitor	ATXN viability	Nrf2 inh	IL2 activator	Nrf2 activator	HepG2 viability	A549 tox	ATXN2 expr inh	EPAC2 agonist
Fc1ccc(Nc2nc(NCc3cccs3)nc3ccsc23)cc1	?	?	.	-0.7	3.9%	-40.9%	.	0.0%	6.3%
C[C@@H]1CN(Cc2nc(-c3cccs3)no2)C[C@H](C)O1	-3.2%	i	12.0%	0.0	-0.4%	-1.0%	0.3%	12.4%	-0.4%
C[C@]12CC[C@H](O)CC1=CCC1C2CC[C@@]2(C)C1CC[C@@H]2NC(=O)[C@@H](N)Cc1ccccc1 (stereo partly drawn)	?	?	14.2%	0.0	12.0%	-83.9%	?	?	-2.4%
CC(=O)c1ccc(S(=O)(=O)N2CCn3cccc3C2C)cc1 (stereo not drawn)	-7.2%	i	0.1%	-0.7	-0.8%	-8.6%	-1.8%	-5.1%	8.5%
O=c1[nH]nc(Cc2ccc(Cl)cc2Cl)c2ccccc12	23.0%	i	?	-2.4	3.4%	-33.6%	22.1%	-16.8%	0.5%
COc1ccc(/C(C)=N/NC(=O)CNC(=O)c2cccnc2)c(OC)c1	-6.2%	i	-3.9%	1.9	-0.5%	-1.0%	0.6%	.	8.6%
COc1cc(NC(=O)CSCc2cnn(-c3ccccc3)c2-n2cccc2)cc(OC)c1	?	i	?	-0.5	0.5%	-2.2%	-7.2%	-11.7%	13.6%
CN1CCN(c2nc(-c3cccc([N+](=O)[O-])c3)nc3ccccc23)CC1	-4.9%	i	6.4%	-0.7	23.0%	-20.7%	1.8%	?	0.6%
CCOC(=O)C1=CN(Cc2ccco2)S(=O)(=O)N(CC)C1c1cccc(OC)c1 (stereo not drawn)	-1.4%	i	-12.0%	0.2	0.8%	-9.2%	-1.6%	-9.6%	12.9%
Cc1cc(=O)oc2cc(OCC(=O)NC3(C#N)CCCCC3)c(Cl)cc12	2.3%	i	-5.5%	-1.9	0.2%	-2.9%	-3.3%	2.5%	4.4%
O=C(O)CCCCCN1C(=O)/C(=C/c2ccncc2)SC1=S	-1.1%	i	?	1.8	?	-5.3%	-7.0%	-11.5%	6.2%
Cc1csc2c(N3CCN(C(=S)Nc4ccc(F)cc4F)CC3)ncnc12	-18.5%	i	18.4µM*	-0.1	0.6%	2.9%	-5.0%	-12.3%	7.6%
CCc1nc2ccc(C(=O)Nc3cccc(OC)c3)cn2c1N(C)Cc1ccc(OC)cc1	?	?	.	-0.8	-1.7%	-24.0%	.	?	17.1%
O=C1C=C(c2ccc3c(c2)OCCO3)C[C@@H](c2ccc(F)cc2)C1	-3.8%	i	3.5%	-2.8	1.0%	1.2%	9.7%	16.6%	16.9%
CCN(Cc1ccncc1)Cc1nc(-c2ccc(C(=O)OC)cc2)no1	11.8%	i	-7.5%	-1.1	2.0%	-11.7%	0.4%	-11.1%	6.5%
COc1cccc(NC(=O)N2CCCC2C(=O)Nc2cc(C)ccc2OC)c1 (stereo not drawn)	24.3%	.	-0.3%	1.4	-0.1%	0.4%	0.7%	-20.2%	10.1%
Cc1cccc(C)c1NC(=O)COc1ccc2c(C)c(Cc3ccccc3)c(=O)oc2c1C	-2.4%	i	4.1%	-0.6	0.1%	-1.4%	1.7%	-19.0%	-9.6%
CNC(=S)NNC(=O)c1cccs1	0.0%	i	-2.1%	-2.5	-0.5%	-42.9%	1.2%	-3.0%	1.6%
COc1ccccc1-c1noc2c1C(=O)N(C(=O)OC(C)(C)C)CC2	9.4%	i	.	1.8	-0.3%	-3.9%	.	-1.2%	8.2%
COc1ccc(NS(=O)(=O)c2cc(C(=O)Nc3ccccc3C(=O)O)ccc2C)cc1	-4.7%	i	12.1%	-0.6	-0.3%	-2.3%	15.2%	-30.9%	-1.9%
COc1ccc2c(c1)c(-c1csc(N)n1)c(C)n2C	3.6%	i	-10.4%	0.9	4.6%	-19.0%	5.8%	.	-0.4%
CCOC(=O)CN1C(=O)N2C[C@H]3CON(C)[C@H]3C[C@H]2c2ccccc21	-12.5%	i	.	0.6	0.7%	-9.6%	.	-1.6%	1.5%
CCOC(=O)C1CCCN(CCC(=O)Nc2cc(C)ccc2C)C1 (stereo not drawn)	?	.	-3.0%	-0.7	-0.8%	-17.1%	-8.4%	.	6.7%
CCN(CC)c1ccc(S(=O)(=O)N2CCOCC2)cc1NC(=O)COC(=O)/C=C/c1ccccc1	-18.8%	i	2.8%	0.0	4.3%	-9.3%	-0.6%	.	11.7%
O=C(Nc1cccnc1)c1cnn2cccnc12	-0.8%	i	-12.9%	-1.9	-0.5%	-3.3%	8.6%	3.2%	7.8%
Cc1cc(C)n2nc(C(=O)OCC(=O)c3ccccc3Cl)nc2n1	-1.7%	i	2.1%	-0.2	3.5%	-7.0%	2.0%	8.5%	7.5%
O=P(COCCOCCOCP(=O)(c1ccccc1)c1ccccc1)(c1ccccc1)c1ccccc1	-6.4%	i	-9.4%	-2.0	-0.5%	-10.7%	-0.5%	-13.2%	5.6%
O=C(Nc1ccccc1Cl)Nc1ccnn1C1CCN(C(=O)CCN2CCCO2)CC1	-1.0%	i	-4.2%	0.1	-0.6%	-18.4%	6.0%	-6.4%	3.6%
O=C(c1ccc2c(c1)OCCO2)N1CCN(S(=O)(=O)c2c(F)cccc2F)CC1	?	i	-11.4%&15.4%	1.2	-0.1%	-16.1%	1.5%&2.9%	1.9%	19.2%
Cn1c(SCc2ccccc2Cl)nc2c1c(=O)[nH]c(=O)n2C	-1.2%	i	-17.3%	-2.8	-0.8%	-22.1%	-1.3%	9.6%	-2.9%
COc1ccccc1C(C)NC(=O)c1ccc(C)o1 (stereo not drawn)	3.9%	i	.	0.0	0.0%	-29.1%	-17.0%	-17.1%	-2.1%
COc1ccc(NC(=O)CCNC(=O)c2ccccc2Cl)cc1S(=O)(=O)N1CCCCC1	12.6%	i	.	-3.0	-0.5%	7.8%	.	.	-0.2%
CCN1CCN(c2ccc(Nc3ccnc4ccccc34)cc2)CC1	?	i	11.9%	-0.1	0.0%	-24.0%	6.51µM*	?	7.9%
CN(C(=O)CN1C(=O)NC2(CCc3ccccc32)C1=O)C1CCCCC1 (stereo not drawn)	-17.6%	i	?	2.3	-0.8%	-6.9%	1.1%	-1.4%	2.6%
C[C@H](O)[C@@H]1C(=O)N2CCc3ccc(N4CCN(C)CC4)cc3[C@@H]2C[C@@H]1N(C)C(=O)Nc1cc(Cl)cc(Cl)c1	24.1%	i	0.0%	0.3	3.7%	-22.7%	-8.0%	-9.1%	7.7%
N/N=C(\Cc1cscn1)c1ccc(O)cc1O	0.2%	i	11.4%	0.4	2.2%	-7.8%	0.9%	6.7%	0.4%
CC1=C(C(=O)N2CCCCCC2)CC(CC(=O)NC(c2ccccc2)c2ccccc2)C(=O)N1CCC1=CCCCC1 (stereo not drawn)	.	?	.	-0.8	-1.5%	.	.	?	5.8%
O=C(Nc1nnc(S(=O)(=O)N2CCc3ccccc32)s1)c1ccccc1Cl	?	i	?	.	7.4%	-24.9%	1.3%	6.1%	.

3 of the entries above in order of the IL2 activator value, lowest first.
smiles | IL2 activator
Cc1csc2c(N3CCN(C(=S)Nc4ccc(F)cc4F)CC3)ncnc12 | -0.1
C[C@]12CC[C@H](O)CC1=CCC1C2CC[C@@]2(C)C1CC[C@@H]2NC(=O)[C@@H](N)Cc1ccccc1 (stereo partly drawn) | 0.0
N/N=C(\Cc1cscn1)c1ccc(O)cc1O | 0.4
